Assay outcomes: PubChem BioAssay, several laboratories
Diaphorase act – compounds boosting diaphorase resazurin reduction – biochemical, uHTS, resorufin fluorescence, counter-screen for diaphorase-coupled primary assays, primary screen | activation factor at 20 µM | hit rate 0.005% among 190,000 | Diaphorase/resazurin coupled assay, 16 min; active compounds read high; 1 = vehicle wells, 0 = NADH-free wells;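 active = diaphorase activity raised at least twofold by the compound at 20 µM; inactive = activation factor below 2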
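System – purified diaphorase enzyme from Clostridium kluyveri · Input – enzyme 0.07 U/mL final · Also added – final NADH 0.114 mM, resazurin 0.1 mM · Measured by – fluorescence of resorufin, 544 nm excitation, 590 nm emission · Timing – 16 min enzyme reaction, ambient temperature · Measure – resorufin increase flagging diaphorase activators or reducers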
Efa HMGR inh – inhibitors of E. faecalis class II HMGR, primary screen, biochemical, Enterococcus faecalis. hit rate 0.41% among 190,000. purified E. faecalis HMGR, NADPH absorbance 340 nm kinetic. inhibition, % at 10 µM;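 active = inhibition above a set limit, the median over all tested compounds plus 3 SD, cut at about 9.5% in these data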;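 also: enzyme runs in reverse so mevalonate oxidation gives rising NADPH absorbance; 0% = complete reaction with DMSO and 100% = background rate lacking mevalonate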
G6PDH counter – L. mesenteroides G6PDH inhibitors, counter-screen for G6PDH-coupled screening assays, biochemical, Leuconostoc mesenteroides enzyme; Purified L. mesenteroides G6PDH, diaphorase/resazurin coupled fluorescence, 45 min; inhibition, % at 5 µM; hit rate 0.12% among 200,000; AID 1020, 2008; in the data active = inhibition above about 50%
TNAP act hi DEA – TNAP activators at high phosphate acceptor level, primary screen, biochemical, luminescence, uHTS | Alkaline phosphatase, tissue-nonspecific isozyme (Homo sapiens), P05186 | purified TNAP, CDP-star luminescence, 1 M DEA, 30 min; active compounds read high; 0 = EDTA background, 1 = DMSO-only activity | activation factor at 20 µM | 200,000 tested, under 10 active | AID 1136, 2008;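 active = activation factor at least 2 at 20 µM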
Target sequence (P05186 whole entry, looked up): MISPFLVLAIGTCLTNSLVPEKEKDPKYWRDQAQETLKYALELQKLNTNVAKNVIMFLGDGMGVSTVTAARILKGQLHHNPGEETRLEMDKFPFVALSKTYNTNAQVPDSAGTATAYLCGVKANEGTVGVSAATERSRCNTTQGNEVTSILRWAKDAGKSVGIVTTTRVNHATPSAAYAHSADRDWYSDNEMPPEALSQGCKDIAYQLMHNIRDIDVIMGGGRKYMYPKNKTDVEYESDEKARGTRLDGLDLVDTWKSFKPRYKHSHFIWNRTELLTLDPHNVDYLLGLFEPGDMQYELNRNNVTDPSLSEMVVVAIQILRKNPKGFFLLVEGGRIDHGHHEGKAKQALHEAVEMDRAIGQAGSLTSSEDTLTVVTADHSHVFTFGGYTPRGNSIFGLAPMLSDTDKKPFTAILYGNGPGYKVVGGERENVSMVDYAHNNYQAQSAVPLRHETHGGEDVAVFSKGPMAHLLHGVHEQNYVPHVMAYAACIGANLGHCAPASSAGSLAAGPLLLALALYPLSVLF
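Dosing: 20 µM single point. System: human TNAP. Amount: TNAP 1/800 final. Incubation: 30 min, room temperature. Read-out: TNAP activation factor scaled between EDTA and DMSO control wells. Signal: luminescence from CDP-star hydrolysis. Medium: 1 M DEA, pH 9.8, Mg2+, Zn2+. Control set: EDTA negative control, DMSO positive control.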
Diaph inh CS – diaphorase inhibitors and chemical oxidizers, primary screen, counter-screen for diaphorase-coupled primary assays, biochemical, uHTS, resorufin fluorescence | hit rate 0.69% among 190,000 | inhibition, % at 20 µM | diaphorase resazurin-to-resorufin fluorescence, NADH, 16 min; bacterial (C. kluyveri) enzyme, not human;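 active = primary screen inhibition at 20 µM above a set limit, cut at about 50% in these data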;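 also: plate controls were DMSO with full reaction for no effect and wells lacking NADH for full effect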
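Detection: fluorescence of resorufin formed from resazurin, Ex 544/Em 590 nm; test system: Clostridium kluyveri diaphorase enzyme; amount: 0.14 U/mL diaphorase, enzyme working solution; times: 16-min room-temperature incubation before reading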
TNAP inh no acc – human TNAP enzyme inhibitors, primary screen, biochemical, luminescent, no phosphate acceptor, uHTS; Alkaline phosphatase, tissue-nonspecific isozyme (Homo sapiens), P05186; purified TNAP, CDP-star luminescence, 30 min; inhibition, % at 20 µM; hit rate 0.26% among 200,000;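 active = tissue-nonspecific alkaline phosphatase inhibition above about 50% at 20 µM in the single-dose screen, limit read from the data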;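 also: 0% = DMSO negative control and 100% = EDTA positive control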
PMI act – activators of human PMI, primary screen, biochemical, fluorescence intensity, near-Km mannose 6-phosphate | hit rate 0.005% among 190,000 | Mannose-6-phosphate isomerase (Homo sapiens), P34949 | activation factor at 20 µM | AID 1214, 2008 | purified human PMI, coupled resazurin fluorescence, 20 min; active compounds read high; 1 = vehicle control, 0 substrate-free wells;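 active = activation factor of 2 or more at 20 µM, relative to plate controls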
TNAP inh hi DEA – human TNAP enzyme inhibitors, primary screen, biochemical, luminescent, high phosphate acceptor level, uHTS; inhibition, % at 20 µM; Alkaline phosphatase, tissue-nonspecific isozyme (Homo sapiens), P05186; purified TNAP, CDP-star luminescence, 1 M DEA; hit rate 0.03% among 200,000;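 active = over 50% inhibition of tissue-nonspecific alkaline phosphatase at 20 µM in the single-dose screen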;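 also: plate controls were DMSO wells for no effect and EDTA-quenched wells as full inhibition for full effect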
FLuc stim CS – FLuc activators, initial screening, artefact control for FLuc-dependent activation tests, biochemical, ATPlite luminescence. Luciferin 4-monooxygenase (Photinus pyralis), P08659. ATPlite luciferase biochemical, 10 min; 0 = ATP-free wells, 1 = DMSO control. activation factor at 10 µM. 200,000 tested, under 10 active;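 active = luciferase activation factor, scaled between plate controls, of at least 2 with compound at 10 µM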
Target sequence (P08659 whole entry, looked up): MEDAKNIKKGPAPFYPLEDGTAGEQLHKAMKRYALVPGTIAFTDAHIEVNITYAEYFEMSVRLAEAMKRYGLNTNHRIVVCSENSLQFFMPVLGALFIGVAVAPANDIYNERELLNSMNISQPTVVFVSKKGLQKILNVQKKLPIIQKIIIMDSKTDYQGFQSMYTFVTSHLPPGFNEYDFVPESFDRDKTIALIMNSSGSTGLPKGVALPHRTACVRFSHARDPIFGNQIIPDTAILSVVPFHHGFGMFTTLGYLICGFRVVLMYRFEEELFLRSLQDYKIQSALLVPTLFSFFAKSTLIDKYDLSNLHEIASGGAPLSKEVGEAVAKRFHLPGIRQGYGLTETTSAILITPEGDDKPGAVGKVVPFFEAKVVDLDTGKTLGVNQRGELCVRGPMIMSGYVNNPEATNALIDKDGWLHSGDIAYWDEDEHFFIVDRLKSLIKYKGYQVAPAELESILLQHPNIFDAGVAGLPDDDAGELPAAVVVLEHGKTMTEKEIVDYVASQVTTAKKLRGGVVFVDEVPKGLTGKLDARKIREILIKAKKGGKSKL
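Assay system: Luciferase/luciferin reagent mix; Medium: PBS as buffer for the ATP substrate; Dosing: test compounds dosed from 2 mM stocks in 100% DMSO; Times: 10 min, room temperature; Signal: luminescence from luciferase reaction; Read-out: luciferase activation; Controls: No-ATP low control, compound-free enzyme-plus-ATP high control.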
PMI act satM6P – human PMI activators, high substrate, primary screen, biochemical, fluorescence intensity, near-saturating mannose 6-phosphate. Mannose-6-phosphate isomerase (Homo sapiens), P34949. coupled PMI enzyme assay, resazurin fluorescence, 20 min; active compounds read high; 1 = untreated enzyme, 0 = substrate-free blank. activation factor at 20 µM. hit rate 0.34% among 190,000. AID 1216, 2008;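 active = activation factor of 2 or more at 20 µM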
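Material: human phosphomannose isomerase with PGI, G6PDH, diaphorase coupling enzymes; amount: PMI at 15 ng/mL final; also added: Mannose-6-phosphate 1.0 mM (near-saturating) plus 0.22 mM NADP+; incubation: enzyme reaction with compound 20 min at room temperature; signal: resorufin fluorescence (Ex 544/Em 590 nm) from resazurin via diaphorase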
Starred values were filed as active, the others as inactive; . = not tested or not shown.

SMILES | Diaphorase act | Efa HMGR inh | G6PDH counter | TNAP act hi DEA | Diaph inh CS | TNAP inh no acc | PMI act | TNAP inh hi DEA | FLuc stim CS | PMI act satM6P
CCOC(=O)CSc1nn(C)c(=S)s1 | 0.9 | -7 | 17 | 1 | 7 | -8 | 1.1 | -2 | 1.1 | 1.2
O=S(=O)(CCc1nc2ccccc2[nH]1)c1ccc(Br)cc1 | 0.9 | 1 | -7 | 1.1 | 7 | -9 | 1 | -6 | 1 | 0.9
COc1ccc(-n2c(CNc3ccc(C)cc3)nnc2SCc2ccccc2)cc1 | 1 | 3 | 4 | 1.1 | 5 | -10 | 0.9 | -6 | 1 | 0.9
Nc1cc(=O)[nH]c(SCc2ccc(Cl)cc2)n1 | 1 | -1 | 2 | 1 | 0 | -2 | 0.9 | 0 | 1 | 1
COc1cc(OC)cc(C(=O)Nc2cc(-c3cn4cccnc4n3)ccc2C)c1 | 1 | -1 | 0 | 1 | -1 | -6 | 1 | -4 | 1 | 1.1
C=CCn1c(SCC(=O)C(C)(C)C)nnc1-c1cccs1 | 0.8 | -4 | 9 | 1.1 | 17 | -11 | 0.9 | -6 | 0.8 | 1
CC(=O)C1=NOC(CNC(=O)c2c(-c3ccccc3Cl)noc2C)C1 (configuration not stated) | 0.9 | -6 | 2 | 1 | 8 | -6 | 1 | 3 | 1 | 0.9
O=c1c(Br)c(N2CCOCC2)cnn1-c1ccccc1 | 0.9 | -12 | 2 | 1 | 7 | 0 | 1 | 2 | 1 | 1
Cc1ccc(CNC(=O)COC(=O)c2cnc(C)cn2)cc1 | 1 | -3 | 2 | 1.1 | 0 | -2 | 1 | -6 | 1.1 | 1
O=C(COC(=O)c1ccc(S(=O)(=O)NCc2ccco2)cc1)Nc1ccc(OC(F)F)cc1 | 0.9 | -4 | 8 | 1.1 | 6 | -5 | 0.9 | -5 | 1 | 1
O=C(Cn1ncc(Cl)c(Cl)c1=O)N1CCc2ccccc21 | 1 | -2 | 10 | 1 | -2 | -7 | 1.1 | -3 | 1 | 1
C/C(N)=C(/C#N)C(=O)CSc1nc2ccc(C)cc2[nH]1 | 0.9 | -8 | 7 | 1 | 14 | -13 | 1.1 | -2 | 0.7 | 1.1

Record cards, as listed above. Order of values: Diaphorase act | Efa HMGR inh | G6PDH counter | TNAP act hi DEA | Diaph inh CS | TNAP inh no acc | PMI act | TNAP inh hi DEA | FLuc stim CS | PMI act satM6P
CCOC(=O)CSc1nn(C)c(=S)s1 is listed with 0.9 | -7 | 17 | 1 | 7 | -8 | 1.1 | -2 | 1.1 | 1.2
O=S(=O)(CCc1nc2ccccc2[nH]1)c1ccc(Br)cc1 is listed with 0.9 | 1 | -7 | 1.1 | 7 | -9 | 1 | -6 | 1 | 0.9
O=C(Cn1ncc(Cl)c(Cl)c1=O)N1CCc2ccccc21 is listed with 1 | -2 | 10 | 1 | -2 | -7 | 1.1 | -3 | 1 | 1
CC(=O)C1=NOC(CNC(=O)c2c(-c3ccccc3Cl)noc2C)C1 (configuration not stated) is listed with 0.9 | -6 | 2 | 1 | 8 | -6 | 1 | 3 | 1 | 0.9
C/C(N)=C(/C#N)C(=O)CSc1nc2ccc(C)cc2[nH]1 is listed with 0.9 | -8 | 7 | 1 | 14 | -13 | 1.1 | -2 | 0.7 | 1.1

(listing goes on)
SMILES | Diaphorase act | Efa HMGR inh | G6PDH counter | TNAP act hi DEA | Diaph inh CS | TNAP inh no acc | PMI act | TNAP inh hi DEA | FLuc stim CS | PMI act satM6P
O=C(NCCOc1ccccc1F)Nc1ccc(Br)cc1 | 0.8 | -2 | 0 | 1.1 | 24 | -14 | 0.9 | -6 | 1.1 | 1
CC(=O)c1cc2c(cc1NC(=O)CN1CCCCCCC1)OCO2 | 0.9 | -12 | -13 | 1 | 12 | 3 | 0.9 | 4 | 1 | 1
Clc1ccc(NCc2nnc3n2CCCCC3)cc1 | 0.9 | -3 | -1 | 1 | 8 | -4 | 0.9 | 0 | 1.1 | 1
Cc1cnc(NC2=NCCC2)s1 | 1.1 | 3 | 7 | 1 | -8 | -3 | 1.1 | -3 | 1.1 | 1
COc1ccc(-c2cc(-c3ccccc3)nc(-c3ccc4c(c3)NC(=O)CO4)c2)cc1 | 0.8 | -8 | 0 | 1.1 | 22 | -8 | 0.9 | -6 | 1 | 0.9
Cc1cccc(C)c1NC(=O)CCCCCC1NC(=O)NC1C (configuration not stated) | 1 | -5 | -2 | 1 | 1 | -9 | 1.2 | -4 | 1 | 1.1
COC(=O)c1ccc(NC(=O)c2snnc2-c2ccccc2)cc1 | 1.1 | -2 | 8 | 1 | -9 | -130 | 1.1 | -4 | 1.1 | 1.1
COc1ccc(C(=O)CSc2ccc3nnc(-c4cccnc4)n3n2)cc1 | 0.9 | 1 | -3 | 1 | 12 | -5 | 1 | 1 | 1 | 0.9
CNC(=O)c1c(NC(=O)c2nc3ccccc3s2)sc2c1CCC2 | 0.8 | -8 | 2 | 0.9 | 22 | 6 | 0.9 | 13 | 1 | 0.9
Cc1c(-c2cc(C(=O)O)c3ccccc3n2)cnn1C | 0.9 | -5 | 10 | 1.1 | 9 | -3 | 1.1 | -6 | 1 | 1.2
Cc1ccc(-n2c(Cl)c(Cl)[nH]c(=O)c2=O)cc1 | 0.9 | -2 | 16 | 1 | 13 | -6 | 1.1 | 0 | 1 | 0.9
COc1cc(CN2CCNC(=O)C2CC(=O)N2CCCO2)cc(OC)c1 (configuration not stated) | . | -1 | 9 | 1 | . | -10 | . | -2 | 1.1 | .
Cc1ccc(OCC(O)CN2CCN(CC(O)COC(C)C)CC2)c(C(C)(C)C)c1 (configuration not stated) | 1 | 0 | 10 | 1 | 4 | 3 | 1 | 0 | 1.1 | 1
C=CCN=C(NC#N)SCc1ccccc1Cl | 0.8 | 1 | 17 | 1 | 17 | -3 | 0.9 | 2 | 1 | 0.9
CCn1c(SCC(=O)c2ccc(O)c(O)c2)nnc1-c1ccc(C)cc1 | 0.4 | 3 | 0 | 0.9 | 56* | 53* | 0.6 | 6 | 1 | 0.9
Cc1cccc(Nc2nc(N)c([N+](=O)[O-])c(N3CCC(C)CC3)n2)c1 | 0.7 | 1 | 0 | 1 | 31 | -2 | 0.8 | 3 | 1 | 0.8
COc1cc(C(=O)NC2CC3CCCC(C2)N3C2CC2)cc(OC)c1OC (configuration not stated) | 1 | -1 | 4 | 1.1 | 3 | -16 | 1.1 | -7 | 1.1 | 1.1
COc1cc2c(cc1OC)CN(CC(=O)Nc1ccc(C#N)cc1)CC2 | 0.9 | 0 | 11 | 1 | 7 | -3 | 0.9 | 2 | 1 | 0.9
CCC(CC)c1nnc(NC(=O)c2ccc(N3CCCCC3)c([N+](=O)[O-])c2)s1 | 0.9 | -1 | -12 | 0.9 | 8 | 9 | 0.9 | 11 | 1 | 0.9
Cc1ccc(-c2cc(C(F)F)n3ncc(C(=O)Nc4c(C)nn(Cc5ccccc5Cl)c4C)c3n2)cc1 | 0.9 | -1 | 0 | 1 | 9 | -2 | 0.9 | 1 | 1.1 | 1
CCCCOC(=O)C1=C(C)Nc2ncnn2C1c1ccc(OC)c(OC)c1OC (configuration not stated) | 0.9 | -3 | 7 | 1 | 12 | -2 | 1 | 1 | 1.1 | 1
COC(=O)c1cc(NC(=O)Cc2ccc(OC)cc2)cc(C(=O)OC)c1 | 0.9 | . | 10 | 1 | 7 | -9 | 0.9 | -2 | 1.1 | 0.9
S=C(NN=C1CCN(Cc2ccccc2)CC1)NC1CCCCC1 | 0.9 | -2 | 3 | 1 | 6 | -9 | 0.9 | -4 | 1 | 0.9
O=S(=O)(c1ccccc1F)N1CCN(C(=S)NCc2ccccc2)CC1 | 1 | -9 | 4 | 1 | -3 | -15 | 1 | -5 | 1.1 | 1

TNAP inh no acc: what is marked active above
Molecule	Efa HMGR inh	TNAP act hi DEA	TNAP inh no acc	PMI act	TNAP inh hi DEA	FLuc stim CS	PMI act satM6P
CCn1c(SCC(=O)c2ccc(O)c(O)c2)nnc1-c1ccc(C)cc1	3	0.9	53*	0.6	6	1	0.9

The list continues.
SMILES | Diaphorase act | Efa HMGR inh | G6PDH counter | TNAP act hi DEA | Diaph inh CS | TNAP inh no acc | PMI act | TNAP inh hi DEA | FLuc stim CS | PMI act satM6P
O=C(Cc1cccs1)NC1CCCC1 | 0.9 | -3 | 1 | 1 | 7 | -8 | 1 | -3 | 1.1 | 1
NC(=S)NNc1ccnc2cc(Cl)ccc12 | 1 | 2 | -1 | 1 | 1 | 6 | 1.1 | -2 | 1.1 | 1
CCOC(=O)N1CCC(N2C(=O)c3ccccc3C2Nc2c(C)cccc2C)CC1 (configuration not stated) | 0.8 | -11 | 3 | 1.1 | 24 | 0 | 0.9 | -13 | 1.1 | 0.9
O=C(NCc1ccc2c(c1)OCO2)C1CCC(CNS(=O)(=O)c2ccc(Cl)cc2)CC1 (configuration not stated) | 0.9 | -4 | -6 | 1.1 | 13 | -19 | 1 | -5 | 1 | 1
CC1=CC(C)(C)N(C(=O)CN2C(=O)CCC2=O)c2ccccc21 | 1.1 | 0 | 12 | 1.1 | -9 | -6 | 1 | -8 | 1 | 1
N=C1C(c2ccccc2)=C(O)CN1c1ccc2c(c1)OCO2 | 1 | -5 | 7 | 1 | 2 | -2 | 0.9 | 0 | 1 | 0.9
CCN1C(=O)c2cccc3c(NC(=O)C(C)(C)C)ccc1c23 | 0.8 | -7 | -1 | 1 | 18 | -11 | 0.9 | -3 | 1.1 | 0.9
